# Screening data (PubChem BioAssay)
# LDHA inh = qHTS assay for inhibitors of human lactate dehydrogenase; L-lactate dehydrogenase A chain (Homo sapiens), P00338; purified LDHA, NADH/diaphorase-resazurin fluorescence; active compounds read low; activity change, % (values are at about 110 or 230 µM); hit rate 0.15% among 480,000; AID 1347041, 2019; in the data active = activity change below about -30%; inconclusive = mostly about -25% to -30%;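 also: plate controls were DMSO wells for no effect and wells without enzyme for full effect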
#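 LDH5 2 nM; NADH 0.06 mM, pyruvate 0.2 mM; 200 mM Tris pH 7.4, EDTA, Tween-20; 5 min RT. Detection: diaphorase 0.133 mg/mL + resazurin 37 µM, fluorescence ex540/em590 at 0 and 20 min; normalized to enzyme-free and DMSO wells.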
# Starred values were filed as active, the others as inactive; ? = inconclusive.
structure | LDHA inh
O=C(CN(c1ccccc1F)S(=O)(=O)c1ccccc1)Nc1ccccc1C(=O)O | 2
CCCN(CC(F)(F)F)C(=O)c1[nH]c(C)c(C(=O)OC)c1C | -3
CCCS(=O)(=O)c1nc(S(=O)(=O)c2ccc(C)cc2)c(NCC)s1 | 3
CCC(=O)Nc1ccc(-c2nc3cc(Cl)ccc3o2)cc1 | -6
Cc1ccc2nc(-c3ccccc3)cc(C(=O)Nc3ccccn3)c2c1 | ?
COc1ccc(C(=O)NCC(=O)NNC(=O)CSc2ccc(C)cc2)cc1 | -3
N#C/C(=C\c1cn(CC(=O)NCc2ccco2)c2ccccc12)C(=O)NC1CC1 | -11
NC(=O)C1CCN(Cc2nc(N)c3ccccc3n2)CC1 | 8
CCn1c(SCC(=O)Nc2cc(C)c(Cl)cc2OC)nnc1-c1ccccc1 | 7
O=C(O)CNS(=O)(=O)c1ccc2c(c1)CCC2 | 3
CCOc1ccc(NC(=O)c2ccc3ccccc3n2)cc1OCC | 0
Cc1ccc(-c2csc(N)c2C#N)cc1 | 29
O=C(c1cc2cc(Br)ccc2oc1=O)N1CCc2ccccc2C1 | -2
CCCNC(=O)NC(C)(C)C(=O)O | 5
COC(=O)CCCNC(=O)CN1CCCCCC1 | 6
CCOC(=O)C1=C(Nc2ccccc2)O/C(=C\c2ccc(OC(F)F)cc2OC(F)F)C1=O | 6
CCONC(=O)c1cc2ccc(C(C)(C)C)cc2[nH]1 | -1
Cc1ccc2[nH]c(=O)c3cc(C(=O)NCc4ccccc4Cl)sc3c2c1 | -1
Nc1nc(SCc2nc(-c3cccc(C(F)(F)F)c3)no2)n[nH]1 | -1
O=C(Nc1ncn(Cc2cccc(C(F)(F)F)c2)n1)c1ccn(COc2ccc(Cl)cc2)n1 | 0

# Further entries follow:
structure | LDHA inh
N#CC1(NC(=O)CNc2ccc(-c3nnnn3C3CC3)cc2)CCCC1 | 16
CN(C)c1nc(N)nc(CSc2ccccc2Cl)n1 | 0
CCOc1ccc(S(=O)(=O)Nc2nc3ccccc3nc2NC2CC(C)(C)NC(C)(C)C2)cc1 | 0
CC(C)NC(=O)c1ccccc1-c1ncc(-c2ccc(F)cc2)o1 | -5
CC(C)NC(=O)c1nccnc1C(=O)O | -6
Cc1cccc(C)c1NC(=O)CSc1nnc(COc2ccccc2)n1Cc1ccco1 | -2
CC(C)Cn1c(SCC(=O)NC(c2ccc(F)cc2)C(C)C)nc2ncccc2c1=O (configuration not stated) | -1
CCOCCn1c(N2CCN(Cc3ccc(Cl)c(Cl)c3)CC2)nc2c1c(=O)[nH]c(=O)n2C | 5
CCOc1cc(CNc2nn[nH]n2)ccc1OCc1ccccc1Cl | -18
CCCCC(CC)C(=O)Nc1ccc(F)c(F)c1 (configuration not stated) | 4
COc1cccc(CNC(=O)c2cc(C)cc(C)c2)c1 | 4
O=c1[nH]c(-c2cccc(O)c2)nc2c1Cc1c(ccc3ccccc13)O2 | -2
CCCCN(C(=O)CN1CCN(c2ccccc2)CC1)c1c(N)n(CC(C)C)c(=O)[nH]c1=O | -5
CC(C)(C)c1[nH]c2ccccc2c1C=O | 8
CCN(CCC(F)(F)F)C(=O)NCc1cccc2cccnc12 | 2
CN(Cc1cccs1)C(=O)c1cc(-c2ccncc2)nc2ccccc12 | 9
Nc1nc2ccccc2[n+]([O-])n1 | 3
Oc1ccc(NCc2ccccc2F)c2cccnc12 | 41
O=C(NC1CCCC1)c1ccc2c(Cl)c3c(nc2c1)CCCC3 | -18
CC(C)n1nc(C(=O)Nc2ccc(Oc3ccccc3)cc2)c2ccccc2c1=O | -2

# (cont.)
structure | LDHA inh
O=C(O)C(Cc1ccc(O)cc1)NC(=O)C(c1ccccc1)c1ccccc1 (configuration not stated) | 7
O=C(Nc1ccc(F)cc1)N(Cc1cccc(O)c1)C1CC1 | -4
Cc1ccc(CNc2oc(Cc3ccccc3)nc2C#N)cc1 | -2
COc1ccc(-n2c(SCC3CCOCO3)nnc2-c2ccccc2)cc1OC (configuration not stated) | 3
CC(NC(=O)c1ccc2c(c1)NC(=O)CS2)c1ccc(F)cc1F (configuration not stated) | 3
C=CCOc1cccc(NC(=O)C(C)(C)C)c1 | -10
Cc1cccc(NC(=O)CSCc2cc(=O)n3oc(C)cc3n2)c1 | 4
Cc1c(C#N)c(NC(=O)CSc2nnc(C)n2-c2ccccc2)n(Cc2ccccc2)c1C | -1
CC(C)CC(=O)c1sc(Nc2ccccc2)nc1N | 1
CCOC(=O)NC(Nc1ccccc1)(C(=O)OCC)C(F)(F)F (configuration not stated) | -8
Cc1cc(C(=O)COC(=O)c2nccnc2N)c(C)n1CCc1ccccc1 | 15
O=C(CCc1cccnc1)NC1(c2ccc(Br)cc2)CC1 | 3
O=C(NC1CCN(S(=O)(=O)c2cccc(F)c2)CC1)C1CCCCC1 | -2
Cc1sc2nc(N(CCO)CCO)n3nc(-c4ccccc4)nc3c2c1C | 1
COc1cc(OC)cc(C(=O)NC2CC3CCC2C3)c1 (configuration not stated) | -5
CC(C)Cn1c(SCC(=O)Nc2ccc(Cl)cn2)nc2ccccc21 | 1
COc1ccc(-c2nc(CNC(=O)Nc3ccc(C)cc3)c(C)o2)cc1 | -7
COc1ccccc1CNC(=O)c1sc(-c2ccc(OC)c(OC)c2)nc1C | -5
CCc1[nH]nc2c1C1(C(=O)Nc3ccc(Cl)cc31)C(C#N)=C(N)O2 (configuration not stated) | 3
COc1cccc(C(=O)Nc2ccc3oc(-c4cccc(OC)c4)nc3c2)c1 | 15

# Next part
structure | LDHA inh
Cc1cccc(Nc2nnc(Cc3ccccc3)c(=O)[nH]2)c1 | -5
CCOc1ccc(CNC(=O)C2CCN(c3nc4c(C)cc(C)cc4s3)CC2)cc1 | 0
COc1cc(/C=C/C(=O)C23CC4CC(CC(C4)C2)C3)cc(OC)c1OC | -7
CCc1c(C)c(C#N)c2nc3ccccc3n2c1-n1ccnc1 | -3
Cc1cc(Nc2cccc(C)c2C)c2ccc(C)c(C)c2n1 | 3
O=C(NCCC1=CCCCC1)C12CC3CC(CC(Cl)(C3)C1)C2 | 0
CC(C)OCCCNC(=O)c1cccc(CS(C)(=O)=O)c1 | -1
CC(C)c1nnc2ccc(NCc3ccc(Cl)cc3)nn12 | 7
CC(C)(C)OC(=O)Cc1nnc(C(C(=O)OCc2ccccc2)c2ccccc2)o1 (configuration not stated) | 1
COC(=O)c1ccc(COc2ccc(C#N)cc2OC)cc1 | -2
CCN(CC)c1ccc(NS(=O)(=O)c2ccc3c(c2)CCCC3)cc1C(=O)O | 4
COc1cc(/C=C/c2nc(-c3ccccc3)nc(-c3ccccc3O)n2)cc(OC)c1OC | -5
c1ccc(COc2ccc3cc[nH]c3c2)cc1 | -17
COc1ccc(NC(=O)CCn2nc(-c3ccc(C)cc3)c3ccccc3c2=O)cc1C(N)=O | 2
CCOc1ccccc1C1NC(=O)NC(CN2CCN(c3ccccn3)CC2)=C1C(=O)OC (configuration not stated) | -25
CN1CCN(C(=O)Cn2nc(-c3cccc([N+](=O)[O-])c3)c3ccccc3c2=O)CC1 | 20
CCOc1ccc(/C=N/OC(=O)c2ccccc2I)cc1 | -12
CC(C)c1cc(C(=O)Nc2ccc(Cl)cc2F)cs1 | -1
O=Cc1c(-c2ccc(Br)cc2)[nH]c2ccccc12 | 7
c1ccc2c(c1)OCCOCCOCCOc1ccccc1OCCOCCOCCO2 | 4

# Further entries.
SMILES	LDHA inh
CON(C)C(=O)CC1Sc2ccc(Cl)cc2NC1=O (configuration not stated)	2
Oc1ccccc1C=Nc1ccc(Cl)c(C(F)(F)F)c1	3
Cc1ccc2c(=O)cc(C(=O)Nc3sc4c(c3C#N)CCCC4)oc2c1	3
Cc1ccc(C(=O)N/N=C/c2ccc(Br)s2)cc1	?
CCOC(=O)NC(CNC(=O)NCc1ccc(C(C)O)cc1)CC(C)C (configuration not stated)	-7
CSCC[C@H](NC(=O)[C@H](C)n1nnc2ccccc2c1=O)C(=O)O	11
COc1ccc2cc(C(=O)NC(CC(C)C)C(=O)O)ccc2c1 (configuration not stated)	-17
CC(C)CCOc1ccc2c(-c3ccccc3)cc(=O)oc2c1	9
O=C(Nc1c(NCC2CCCCC2)c2ccccc2oc1=O)c1cccc(F)c1	3
CC(C)CNC(=O)CCc1cccnc1	6
Fc1cccc(/C=N/Nc2cc(C(F)(F)F)ccc2Cl)c1	6
O=C(NCc1ccc(CN2CCCCC2)cc1)c1ccc(C(F)(F)F)nc1	-1
CCCCOc1ccc(NC(=O)COc2ccc(CC)cc2)c2cccnc12	12
O=C(CSc1nnc(-c2cccnc2)n1-c1ccccc1)Nc1ccc(Cl)cn1	-9
Cc1cccc(OCC(O)Cn2nnc(-c3cccnc3)n2)c1 (configuration not stated)	0

# (further entries)
SMILES	LDHA inh
Clc1ccccc1COc1ccc2ccccc2c1CNCc1cccnc1	2
CC(=O)Nc1ccc(NC(=O)c2cc(=O)c(OCc3ccccc3F)co2)cc1	-6
N#CCOc1ccc2[nH]cc(C(C(=O)O)N3CCN(Cc4cccc(Cl)c4)CC3)c2c1 (configuration not stated)	1
CCOC(=O)c1c(C)c(CCC(=O)NCCN2CCCC2)c(C)n1C	-3
Cn1c(=O)c2sccc2n2c(CCCC(=O)N3CCN(c4ccccc4F)CC3)nnc12	2
Cc1cc(C(=O)CSc2ccc(Cl)cc2)c(C)[nH]1	-6
CC(C)CCC(=O)NCC(C)N1CCCC1 (configuration not stated)	1
CC(NCc1cccc(C#N)c1)c1ccc(Cl)cc1Cl (configuration not stated)	1
O=C(NCC(c1cccs1)N1CCCCCC1)c1cc(=O)c2ccc(Br)cc2o1 (configuration not stated)	-31*
CNC(=O)c1ccc(CN(C(=O)c2ccc(C(C)=O)s2)C2CC2)cc1	0
CCCCCCCCCCCCCCCCN(C)C	3
Cc1cnc(C(=O)Oc2ccc(Cl)c3ccccc23)cn1	16
COc1ccc(C(C)=O)cc1CSCc1coc(-c2ccc(Cl)cc2)n1	0
COc1cc2c(c(OC(=O)c3ccccc3)c1OC)CC(=O)CCC2	3
Cc1cccc(NC(=O)CSc2nc3cc([N+](=O)[O-])ccc3o2)c1	-2

# Other records
SMILES	LDHA inh
Cc1ccc2cc(/C=C/C(=O)NC3CCCCC3)oc2c1	4
O=C(O)C1C2C=CC(O2)C1C(=O)Nc1cc(C(F)(F)F)ccc1Cl (configuration not stated)	-1
COC(=O)/C(=C1/Oc2c(C)cc(C)cc2S1)C(F)(F)F	3
COc1ccc(CCOC(=O)c2cc(S(=O)(=O)N3CCCCC3)ccc2N2CCOCC2)cc1	9
O=C1CC(C(=O)Nc2ccc3c(c2)OCCO3)N=C(Nc2ccc(F)cc2)N1 (configuration not stated)	-10
O=C(O)C1CCN(C2CCOCC2)CC1	1
N#CCN(C(=O)c1ccccc1)C1CC1	6
COC(=O)/C=C/c1ccc(OS(C)(=O)=O)c(OC)c1	0
O=C(NCc1cccnc1)N1CCN(S(=O)(=O)c2cc(Cl)ccc2Cl)CC1	-5
CCn1cc(Br)c(C(=O)Nc2cc(C(F)(F)F)ccc2Cl)n1	11
CN(C)CCCNCc1ccco1	7
CC(C)c1nc(-c2ccccc2NS(=O)(=O)c2ccccc2Br)n[nH]1	1
CCN(CC)c1cc(C)nc(Nc2ccc(NS(=O)(=O)c3ccc(OC)c(OC)c3)cc2)n1	9
CC1CCN(C(C)C(=O)Nc2ccc(C#N)cc2)CC1 (configuration not stated)	-3
COc1ccc(Cn2ncc3c4sc(C)cc4n(C)c3c2=O)cc1F	-5

# Next section
SMILES	LDHA inh
COc1cccc(/C=C(\C#N)c2ccc(Cl)cc2)c1OC(C)C	-8
Cc1ccc(C(=O)CC(SCC(=O)O)c2ccc(Cl)cc2)cc1 (configuration not stated)	7
CCCCCCCC1C(C#N)=C(N)SC(N)=C1C#N	-6
CCc1ccccc1N/C=C(\C#N)c1nc(-c2ccc(C)cc2C)cs1	12
O=c1[nH]c(=O)n(-c2ccccc2F)c2c1CN(Cc1ccco1)CN2	-2
COc1cccc2c1Oc1c(c(=O)n(-c3ccccc3)n1CC(=O)Nc1ccc(F)c(Cl)c1)C2	10
Cc1ccc2cc(C(=O)NCC3CCN(C(C)C)C3)[nH]c2c1 (configuration not stated)	7
COc1ccc2c(C)c(CC(=O)NCCc3ccccc3)c(=O)oc2c1	3
CCC(Cn1nnc2ccccc2c1=O)NC(=O)Nc1ccc2c(c1)OCCO2 (configuration not stated)	14
Cn1c(=O)c2c(nc(NC3CCCC3)n2Cc2cccc(Br)c2)n(C)c1=O	11
COc1ccc(-c2nn3c(COc4ccc(C)cc4)nnc3s2)cc1OC	-3
CC(C)c1ccc(C(C)NC(=O)Cn2nnn(-c3ccccc3)c2=O)cc1 (configuration not stated)	-14
CCOc1ccc(S(=O)(=O)[C@H]2CS(=O)(=O)C[C@@H]2N2CCN(c3ccc(F)cc3)CC2)cc1	-2
O=c1oc2cc(O)ccc2cc1-c1nnc(Nc2ccccc2Cl)s1	14
Cc1cccc(C(=O)NCCCc2ccccc2)n1	6
CCCCCCCOc1ccc(C(=O)O)cc1	3

# These rows are one share of the data, so the mix of outcomes need not match the whole.
